# Source: PubChem BioAssay (Broad Institute)
# CASP6 VEID inh: inhibitors of human caspase-6; AID 686996; purified caspase-6, Z-VEID-R110 cleavage fluorescence; hit rate 0.53% among 350,000; P55212; inhibition, % at 12.5 µM;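 active = mean inhibition across replicates at least about 35%, with every replicate also reaching that limit, limit read from the data; inconclusive = only one of the two criteria met; inactive = neither criterion met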;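 also: 0% = median of neutral control wells and 100% = no fluorescence left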
# ERp5 inh: ERp5 (human) disulfide isomerase inhibition. ERp5 insulin aggregation, absorbance 650 nm, 90 min. hit rate 0.05% among 350,000. inhibition, % at 9.99 µM. Q15084;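 active = mean replicate inhibition above about 25%, with every replicate also reaching it, limit read from the data, passing the limit was not always enough; inconclusive = only one of those two criteria met; inactive = neither criterion met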
# Target sequence (Q15084 whole entry, looked up): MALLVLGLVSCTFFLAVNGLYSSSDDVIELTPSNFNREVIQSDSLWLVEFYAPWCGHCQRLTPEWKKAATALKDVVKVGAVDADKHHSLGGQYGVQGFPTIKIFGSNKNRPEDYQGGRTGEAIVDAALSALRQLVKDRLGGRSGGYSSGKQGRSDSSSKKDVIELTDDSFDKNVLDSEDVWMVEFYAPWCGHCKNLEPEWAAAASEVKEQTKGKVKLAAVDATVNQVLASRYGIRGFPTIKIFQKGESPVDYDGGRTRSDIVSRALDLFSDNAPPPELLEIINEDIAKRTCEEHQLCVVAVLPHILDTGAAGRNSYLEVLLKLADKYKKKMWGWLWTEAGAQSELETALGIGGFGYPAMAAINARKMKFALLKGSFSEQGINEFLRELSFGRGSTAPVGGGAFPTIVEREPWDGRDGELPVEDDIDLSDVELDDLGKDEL
# esBAF inh: inhibitors of esBAF chromatin remodeling in mouse ES cells. Bmi1-luciferase knock-in reporter, 24 h; 100% = twice the neutral-well signal. reporter increase, % at 12.5 µM. hit rate 2% among 350,000; in the data active = activation above about 40%; inconclusive = no clear call, values can overlap the other calls;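 also: 0% = median of the plate's neutral control wells and 100% = double that signal; a rise in the Bmi1 reporter signal indicates esBAF inhibition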
# ARNT TACC3 PPI: disrupts binding between human ARNT and TACC3; inhibition, % at 9.99 µM; AID 623870; Q9Y6A5; hit rate 0.66% among 390,000; AlphaScreen His-ARNT PAS-B/GST-TACC3 binding, luminescence; TACC3 fragment carries E629A point mutation;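 active = mean inhibition of replicates at least 50% and at least half of replicates each reaching 50%; inconclusive = half or more replicates reach 50% but mean below 50%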;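 also: 0% = complete ARNT plus TACC3 wells and 100% = ARNT alone without TACC3; many hits fall short of the cut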
# RAD52 inh: blocks human RAD52 DNA annealing. P43351. recombinant RAD52 DNA annealing, FRET fluorescence. hit rate 0.46% among 360,000. inhibition, % at 18.7 µM. AID 651710;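 active = every replicate showing at least 50% inhibition; inconclusive = mean inhibition at least 50% but not in every replicate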
# RAD54 branch: blocks human RAD54 Holliday junction branch migration; inhibition, % at 10.4 µM; Q92698; FAM/BHQ fluorescence; AID 602329; hit rate 0.14% among 360,000;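 active = mean normalized replicate activity at least 40 and at least half of replicates scoring 40 or more; inconclusive = only one of the two criteria met; inactive = mean below 40 and under half of replicates reaching 40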;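 also: 0% = median of neutral control wells and 100% = median of positive control wells; inhibitors cause a drop in the FAM fluorescence signal; in these data hits start at about 50%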
# E-selectin induc: induces E-selectin expression in human endothelial cells | P16581 | activation, % at 7.58 µM | hit rate 0.37% among 260,000 | HUVEC E-selectin immunofluorescence imaging; normalized: neutral wells 0, TNF-alpha wells 100;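 active = mean E-selectin-positive cell signal at least 10% of the positive control, reached in at least 60% of replicates, without over 20% cell loss; inconclusive = no rule given, readout overlaps actives, possibly toxicity-flagged; inactive = the rest, including those meeting only one limit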;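 also: in these data hits start at about 27%; measured in HUVEC primary endothelial cells; signal is the percent of cells scored E-selectin positive by PE staining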
# Target sequence (P16581 whole entry, looked up): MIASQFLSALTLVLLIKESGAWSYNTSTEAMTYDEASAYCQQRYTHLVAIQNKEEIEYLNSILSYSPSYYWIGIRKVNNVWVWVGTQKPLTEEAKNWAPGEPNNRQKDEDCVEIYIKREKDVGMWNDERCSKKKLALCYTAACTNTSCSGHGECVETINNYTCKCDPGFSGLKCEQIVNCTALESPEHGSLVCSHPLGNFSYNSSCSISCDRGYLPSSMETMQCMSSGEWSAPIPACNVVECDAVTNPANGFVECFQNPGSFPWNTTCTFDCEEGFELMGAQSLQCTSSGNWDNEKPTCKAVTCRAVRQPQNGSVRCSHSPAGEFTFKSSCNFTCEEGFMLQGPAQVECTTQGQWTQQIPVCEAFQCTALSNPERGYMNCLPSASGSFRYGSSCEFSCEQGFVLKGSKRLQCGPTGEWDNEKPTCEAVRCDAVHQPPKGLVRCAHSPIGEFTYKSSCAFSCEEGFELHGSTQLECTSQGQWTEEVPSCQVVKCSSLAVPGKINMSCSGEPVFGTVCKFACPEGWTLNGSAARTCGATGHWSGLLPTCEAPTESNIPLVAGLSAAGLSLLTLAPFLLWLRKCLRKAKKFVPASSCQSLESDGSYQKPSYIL
#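 Test system: HUVEC | Signal: Immunofluorescence imaging | Read-out: Percent E-selectin-positive cells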
# PglD DTNB: PglD (C. jejuni) enzyme inhibition. purified PglD enzyme, DTNB colorimetric CoA detection. inhibition, % at 12.5 µM. hit rate 0.098% among 360,000. AID 602405; in the data active = inhibition above about 16%, passing the limit was not always enough; inconclusive = no clear call, values can overlap the other calls; also: strong numbers were not always called active
# Numbers without * were called inactive; ? = inconclusive; · = not tested or not shown; & = joins results of further samples.
# Sequence of screens – CASP6 VEID inh	ERp5 inh	esBAF inh	ARNT TACC3 PPI	RAD52 inh	RAD54 branch	E-selectin induc	PglD DTNB
NC(=O)c1ccc(NC(=O)CSc2nnc(-c3ccncc3)n2Cc2ccco2)cc1
  1	-1	·	·	-36	-5	2.3	4
Cc1ccc(NC(=O)c2ccc(NCCCN3CCC(C)CC3)c([N+](=O)[O-])c2)cc1F
  -1	5	·	2	21	·	-0.6	·
CCc1nn(CC(=O)Nc2ccc(Br)c(C)c2)c(=N)s1
  3	2	-7	4	-3	·	-2.5	·
CN(C)C(=O)C[C@H]1C[C@H]2c3cc(NC(=O)NC4CCCC4)ccc3O[C@H]2[C@H](CO)O1
  -2	-8	1	-2	3	-2	0.1	3
Cc1ccc(C(=O)COC(=O)c2nc(Cl)ccc2Cl)cc1
  0	-2	·	7	-10	·	0.1	·
Cc1ccc(C)c(S(=O)(=O)N2CCN(C(=O)Cc3ccc(S(=O)(=O)N4CCOCC4)s3)CC2)c1
  -2	-2	-1	2	-21	·	-0.8	·
CCc1ccc(S(=O)(=O)N/N=C\c2cn(CC(N)=O)c3ccccc23)cc1
  3	4	·	6	-14	14	·	2
COC(=O)c1c(NC(=O)c2ccccc2)sc2c1CC(C)(C)NC2(C)C
  -4	0	-1	3	-2	4	0.0	-1
Clc1cccc(-c2nc3ccc(Br)cn3c2Cc2ccccc2)c1
  1	0	7	·	-72	-1	·	5
Cc1noc(C)c1NC(=O)Nc1cccc2c1O[C@@H](CN(C)S(=O)(=O)c1cccs1)[C@H](C)CN([C@@H](C)CO)C2=O
  ·	3	-4	0	-3	6	0.0	1
Cc1nnc(SCc2ccc(CC(=O)O)cc2)o1
  ·	·	0	-9	·	-30	·	3
CCOc1ccc(NC(=O)CN(C)C(=O)c2cc(-c3cccs3)nn2-c2ccccc2)cc1OCC
  2	-1	1	-2	-15	1	-0.8	-1
Cc1ccc(Cc2nnc3n(-c4ccccc4)nc(C(=O)c4ccccc4)n3c2=O)cc1
  ·	·	-9	-4	·	0	0.2	-1
COc1cc(C)c(NC(=O)COc2ccc3c(c2)CCC3)cc1OC
  13	4	-2	-1	-11	-15	0.1	0
CCCCCCCCCCCCN1[C@@H](CC(=O)O)c2cc(F)ccc2S1(=O)=O
  31	-6	6	·	-14	26	-0.1	-5

# New compounds follow.
# Sequence of screens – CASP6 VEID inh	ERp5 inh	esBAF inh	ARNT TACC3 PPI	RAD52 inh	RAD54 branch	E-selectin induc	PglD DTNB
Cc1ccccc1OCCn1c(=O)sc2ccccc21
  ·	·	63*	-7	·	-18	·	-4
Nc1[nH]c(C(=O)c2ccccc2)c(-c2ccc(Cl)cc2Cl)c1C(=O)c1ccc(Cl)c(Cl)c1
  -2	2	·	·	-26	·	0.0	·
O=C(NCc1ccccc1)[C@@H]1CCCN1C(=O)[C@@H](NS(=O)(=O)c1ccc(F)cc1F)c1ccccc1
  -4	0	·	·	-8	·	-0.5	·
Nc1ccc(N2CCCCC2)c(S(=O)(=O)Nc2ccc(Cl)cc2)c1
  1	6	-7	-4	-10	-6	-0.5	2
CCCCCc1ccc(-c2nnc(N)s2)cc1
  1	5	?	5	-17	·	-0.1	·
C[C@@H]1CN([C@H](C)CO)C(=O)c2cc(NC(=O)Cn3cnnn3)ccc2O[C@@H]1CN(C)Cc1ccc(C(=O)Nc2ccccc2N)cc1
  -1	-5	-3	4	-14	3	-0.2	2
Cc1ccccc1NS(=O)(=O)c1ccc(C(=O)N2CC(C)OC(C)C2)cc1 (centres undefined)
  -1	-5	-3	5	-6	-7	·	1
COc1ccc(C2=NN(C(N)=S)C(c3ccccc3)C2)cc1 (centres undefined)
  2	-2	·	10	-17	·	15	·
COc1ccc(-c2cc(-c3ccccc3O)[nH]n2)cc1OC
  ·	·	87*	6	·	-2	·	-2
O=C1c2ccccc2C(c2nnnn2-c2ccc3c(c2)OCCO3)N1CCc1c[nH]c2ccccc12 (centres undefined)
  1	0	·	·	-21	·	4.3	·
CCOC(=O)c1ccc(NC(=O)C(=O)NCc2ccco2)cc1
  0	2	·	-5	-9	·	·	·
O=C(O)CC(C(=O)Nc1ccc(Cl)c(Cl)c1)C1CCCO1 (centres undefined)
  4	4	-2	6	-15	4	·	5
O=C(Nc1ccccc1)N[C@@H]1CC[C@H](CCn2cc(-c3ccccc3F)nn2)O[C@@H]1CO
  -1	-1	·	·	7	·	0.0	·
C[C@H](CO)N1C[C@H](C)[C@@H](CN(C)Cc2cccc(F)c2)OCc2ccccc2-c2ccccc2C1=O
  3	4	-3	10	22	-11	-0.1	2
O=C1NC2(CCN(Cc3ccccc3)CC2)Oc2ccccc21
  -2	7	·	2	-8	·	·	·

# (listing goes on)
# Sequence of screens – CASP6 VEID inh	ERp5 inh	esBAF inh	ARNT TACC3 PPI	RAD52 inh	RAD54 branch	E-selectin induc	PglD DTNB
O=C1CCN(CCc2ccccc2)CCN1[C@H](CO)Cc1ccccc1
  -4	2	1	-3	-3	-2	·	2
O=C(NCc1ccccc1Cl)c1ccc[nH]1
  0	2	-4	-4	-13	2	9.0	-4
CCOC(=O)C1CCN(C(=O)c2ccc(OCC(=O)N3CCOCC3)c(OC)c2)CC1
  0	-2	·	0	-14	·	-0.3	·
CC(=O)c1cn(CC(=O)Nc2ccccc2Cl)c2ccccc12
  1	-1	-7	-3	0	1	0.0	-1
CN(CC(=O)NCCc1ccc(S(N)(=O)=O)cc1)CC(=O)Nc1ccccc1C(F)(F)F
  0	-3	3	0	-18	7	-0.2	3
O=C(NCc1cc(C(F)(F)F)ccc1Cl)c1cccc2c1C(=O)c1ccc(N3CCC(N4CCCCC4)CC3)cc1S2(=O)=O
  -5	-10	-40	·	-421	-27	0.0	-1
CC(=O)c1ccc(-n2c(CCC(=O)O)ccc2-c2ccccc2)cc1
  3	1	-7	-2	-21	-5	·	0
CC(C)C[C@H]1CNC(=S)N1C[C@H]1CCCN1C[C@H](CC(C)C)N1C[C@H](CC(C)C)N(CCc2ccccc2)C1=S
  -3	1	-4	·	-10	1	9.3	-1
CCn1c(O)c(N=NC(=O)C(O)c2ccccc2)c2ccccc21 (centres undefined)
  1	-1	·	-16	4	-11	0.0	6
CCOc1ccccc1/C=N/NC(=O)Cc1csc(Nc2cccc(C(F)(F)F)c2)n1
  ·	·	20	21	·	-7	·	-5
C[C@@H]1CN([C@@H](C)CO)C(=O)c2cccc(NS(=O)(=O)c3ccc(Cl)cc3)c2O[C@H]1CN(C)Cc1ccc(Oc2ccccc2)cc1
  1	4	-2	1	-1	7	-0.1	-7
C[C@H]1CN([C@@H](C)CO)C(=O)CCCn2cc(nn2)CO[C@@H]1CN(C)C(=O)c1ccc(N2CCN(C)CC2)cc1
  -3&-5	-5&5&1	-2&1&-2	4&1	0&-6&-6	2&5&-10	0.5	0&-1&-1
O=C(O)C1=CCC=CC1C(=O)O (centres undefined)
  68*	-1	-2	·	1	-8	0.2	-2
CCOc1ccc(Cl)cc1S(=O)(=O)N1CCC(C(=O)NCc2ccco2)CC1
  -2	8	1	·	-6	-4	0.1	-10
C[C@@H]1CN([C@@H](C)CO)C(=O)c2cc(NS(=O)(=O)c3ccccc3)ccc2O[C@@H]1CN(C)Cc1ccncc1
  1	-6	2	-11	11	8	-3.2	8

# Next section.
# Sequence of screens – CASP6 VEID inh	ERp5 inh	esBAF inh	ARNT TACC3 PPI	RAD52 inh	RAD54 branch	E-selectin induc	PglD DTNB
COc1ccccc1-c1ccc([C@H]2[C@H](CO)N3CCCCN(C(=O)CN4CCOCC4)C[C@@H]23)cc1
  1	2	-3	0	4	7	0.2	-4
CC(C)C(O)(C#CCN1CCCCCC1)c1ccccc1 (centres undefined)
  0	0	-3	-3	0	11	-0.9	-6
Cc1ccccc1NC(=S)NC(=O)CCc1ccccc1
  ·	·	16	1	·	-1	·	-3
Cc1ccccc1Cn1ccc(NC(=O)c2cnn3cccnc23)n1
  -1	0	16	-13	-10	-4	·	-3
Cc1noc(C)c1S(=O)(=O)N(C)C[C@@H]1OCCCC[C@@H](C)Oc2ccc(NS(=O)(=O)c3ccc(Cl)cc3)cc2C(=O)N([C@@H](C)CO)C[C@@H]1C
  3	-4	11	-8	-10	6	-0.7	3
CN(C)CCCNC(=S)/N=c1\sccn1Cc1ccccc1Cl
  -21	-4	2	-19	27	-9	·	8
O=S1(=O)C=CC(Sc2nc3ccccc3[nH]2)C1 (centres undefined)
  ·	·	-12	-9	·	-4	·	-4
CC(=O)Nc1ccc(NC(=O)C(=O)N/N=C/c2cccnc2)cc1
  -3	3	·	·	-13	-5	1.0	-6
COc1ccc(C(CNC(=O)c2cccc(S(=O)(=O)N3CCCC(C)C3)c2)N(C)C)cc1 (centres undefined)
  -7	1	6	·	-16	·	·	·
O=C(CCC1N=C2c3ccccc3N=C(SCc3cccc(Cl)c3)N2C1=O)NCc1ccco1 (centres undefined)
  ·	·	2	-6	·	-7	·	-2
COc1ccc(S(=O)(=O)N2CC[C@@H]3[C@H](CO)Nc4ccc(C#Cc5cccnc5)cc4[C@@H]32)cc1
  2	-3	3	-2	-16	-3	-0.6	-2
Cc1ccc(S(=O)(=O)NCCC(=O)NCc2ccccn2)cc1
  -1	2	·	8	-3	·	0.0	·
CC(C)CC#Cc1ccc2c(c1)O[C@H](CN(C)C)[C@H](C)CN([C@@H](C)CO)S2(=O)=O
  -2	-7	1	-1	6	-3	-0.3	0
Cc1ccc(S(=O)(=O)N2CCC(C(=O)NNS(=O)(=O)c3ccc(Cl)cc3)CC2)cc1
  ·	·	-2	-16	·	-1	·	0
Cc1c(NC(=O)C(C)OC(=O)Cc2ccc(F)cc2)c(=O)n(-c2ccccc2)n1C (centres undefined)
  1	15	-2	-1	-11	·	1.9	·

# (list continues)
# Sequence of screens – CASP6 VEID inh	ERp5 inh	esBAF inh	ARNT TACC3 PPI	RAD52 inh	RAD54 branch	E-selectin induc	PglD DTNB
CC(Oc1ccccc1F)c1nnc(SCC(=O)NCc2ccc3c(c2)OCO3)o1 (centres undefined)
  0	-4	9	·	-28	·	·	·
CCCC(=O)Nc1nn(CC)c2nc3ccc(C)cc3cc12
  0	-2	-2	1	-3	-13	-0.1	-12
O=C1C(c2ccc(F)cc2)N(Cc2ccc3c(c2)OCO3)C(=O)CN1C1CCCCC1 (centres undefined)
  6	-7	5	-19	4	0	·	5
Cc1ccc(S(=O)(=O)Nc2ccc3c(c2)C(=O)N([C@H](C)CO)C[C@@H](C)[C@@H](CN(C)C(=O)Cc2ccccc2)OCCCC[C@@H](C)O3)cc1
  -1	-1	-4	-5	32	-2	·	-16
C#CCOc1c(Cl)cc(/C=C2/C(=O)ON=C2C)cc1OCC
  5	-3	1	2	-18	8	0.1	0
Cc1c(Cl)c([N+](=O)[O-])nn1CC(=O)NCc1ccc(Cl)cc1
  3	1	-2	7	-3	-1	0.9	6
Cn1c(CO)c(-c2ccccc2)c2cc([N+](=O)[O-])ccc21
  ·	·	-7	5	·	2	·	-4
COc1ccc(CC(=O)N/N=C/c2ccc(-c3cccc(C(=O)O)c3)o2)cc1OC
  3	2	?	7	-21	0	·	-7
C/C(=N\NC(=O)c1ccncc1)c1ccc(NC(=O)c2ccc(Cl)cc2)cc1
  -3	0	19	-2	-13	3	·	5
COc1ccccc1-c1cnc2c(c1)C(=O)N([C@H](C)CO)C[C@H](C)[C@@H](CN(C)C(=O)c1ccccc1)O2
  3	-2	1	-6	-3	-9	0.0	8
COc1cc2c(cc1OC)C(C)N(C(=O)Cc1ccc(C(F)(F)F)cc1)CC2 (centres undefined)
  -1	-1	0	-5	-11	-11	·	3
CCC(C)c1c(O)nc(SCC(=O)N2CCCCCC2)[nH]c1=O (centres undefined)
  0	-8	-4	-4	1	-1	·	-1
CCCCn1c(N)c(N(CCOC)C(=O)c2ccc(N3CCCC3=O)cc2)c(=O)[nH]c1=O
  -1	9	-2	0	-12	13	0.1	-3
